Pf Dd2 growth: qHTS Primary assay for Inhibitors of Plasmodium falciparum Dd2 growth in vitro; 4.3% of 120,000 active; AID 1347417, 2020; Potency, µM (top dose mostly 28.9 µM), for the others: at the top dose activity, negative = inhibition, actives largely listed as inhibitors; P. falciparum Dd2 growth, SYBR Green, 72 h; active means well fitted inhibition curve with a large enough effect; inconclusive means small, poorly fitted or top-dose-only effect; inactive means no such curve, though single readings can be large or run the other way;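 further: plate controls were DMSO vehicle for no effect and reference drug for full effect; nearly all actives have a fitted effect of over 65% in size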
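Infected erythrocytes (Dd2, 0.3% parasitemia, 2.5% hematocrit final) are added to compound in RPMI-1640/Albumax II medium, grown 72 h at 37C in low oxygen, then lysed with saponin/Triton-X containing SYBR Green and read by fluorescence.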
The depositor's hits bear a star; i = inactive; ? = inconclusive; [ ] = remark or other dose. Potency means the concentration at half of the fitted maximal effect. An excerpt, so the mix of outcomes need not match the whole.

SMILES	Pf Dd2 growth
Cc1cccc(OCC(=O)N2CCC3(CC2)CN(c2ncccn2)CC3CO)c1 (stereo not given)	?
CCN(CC)C(=O)C1=C(C)N=C2SC=C(CC(=O)NCC3CC3)N2C1c1ccccc1 (stereo not given)	i
CCOC(=O)C(=O)NCC(c1cccnc1)N1CCN(c2ccccc2)CC1 (stereo not given)	-20%
Cc1ccccc1CC(=O)N1CCC2(CC1)NC(=O)N(c1ccc(F)cc1)N2	-21%
CCCN1C(=O)C(Cc2nc3ccccc3c(=O)n2-c2ccccc2)c2cc(C)ccc21 (stereo not given)	i
COc1cc(NC(=O)c2nc(-c3ccncc3)no2)cc(OC)c1OC	-26%
O=C(NCC1(COc2ccccc2)C[C@@H](O)[C@@H](O)C1)c1cnccn1 (stereo not given in full)	-4%[44.1 µM]
CCC(C)NC(=O)C(NC(=O)c1cccc(OC)c1)C1CCN(C(=O)c2cccc(C)c2)CC1 (stereo not given)	i
COC(=O)CN1C(=O)N(CCc2ccccc2)C2(CCN(Cc3ccc4c(c3)CCO4)CC2)C1=O	?
CCC(C)(C)C(=O)N1CC(c2nnc(-c3ccncc3)o2)C2(CCOCC2)C1 (stereo not given)	?
COc1ccc(CCC(=O)NCC(=O)N2CCCCCNC(=O)CC2c2ccccc2)cc1 (stereo not given)	i
CS(=O)(=O)N1CCCN(C(=O)Cc2ccccc2)CCNC(=O)CC1c1ccccc1 (stereo not given)	-3%
O=C1OCC2=C1C(c1cccc(Cl)c1)CC(=O)N2c1ccc(C(F)(F)F)cc1 (stereo not given)	8%
COCC(=O)NC[C@H]1CCN(Cc2sccc2C)C[C@H]1N(C)C	i
CS(=O)(=O)N1CCC2(CCC(=O)N(CC3CC3)CC2)CC1	100%[activator]
N[C@H](C(=O)N1CCC2(CC1)C(=O)NCN2C(=O)Cc1c[nH]c2ccccc12)c1ccccc1	-10%
CC(C)CCNC(=O)CCC(=O)N1Cc2ccccc2Oc2ncccc21	-23%
CC1(c2noc(-c3ccccc3)n2)CCN(C(=O)C2CCN(S(=O)(=O)c3cnc[nH]3)CC2)CC1	-13%
Cn1c(=O)oc2ccc(C(=O)N3CCn4nc(C(O)CO)cc4C3)cc21 (stereo not given)	-11%
O=C(c1ccc(-c2ncc3cnc(-c4cccc(F)c4)cn23)cc1)N1CC(O)C1	?
COCCN1C(=O)CS(=O)(=O)C12CCN(C(=O)Cc1cccc(OC)c1)CC2	?
COc1ccc(-c2nnc3ccc(Nc4cccc(OC)c4)nn23)nc1	10µM*
Cc1cccc(NS(=O)(=O)c2nnc(NC(=O)c3cccc(C)c3)s2)c1	-3%
Cc1ccc2c(CNCc3cccc(Cl)c3)c(C(=O)O)n(Cc3ccc(F)cc3Cl)c2c1	34%[activator]
O=C(Cn1nc2c(cc1=O)CCCC2)N1CCOCC1	12%
O=C(NCC1(COc2cnccn2)C[C@@H](O)[C@@H](O)C1)c1ccc(F)cc1 (stereo not given in full)	i
CN1C(=O)[C@@H]2C[C@@H](CN2C(=O)NCc2ccccc2)Oc2ccccc21	-5%[44.1 µM]
COCCNC(=O)c1ccc2c(c1)N(Cc1cccc(Cl)c1)C(=O)c1ccccc1S2(=O)=O	-10%
COc1cc(C2NC(=O)c3c(sc4c3CCN(C)C4)N2)cc(Br)c1OC(=O)c1ccc(C)cc1 (stereo not given)	-24%
CCOC(=O)c1ccc(NC(=O)CSc2nc3c([nH]c4ccccc43)c(=O)n2C)cc1	?
Cc1cnc(C(=O)N2CCCCCCN(C)C(=O)[C@@H]3CCC[C@@H]32)cn1	-7%
COc1ccc(Cl)cc1NCc1nnc2n1CCCCC2	24%
COc1ccc(NC(=O)CSCc2cc(=O)c3cc(C)ccc3[nH]2)cc1	i
CN(C)c1ncc(CN2CCC3(CCNCC3)C2)cn1	0%
CCOCCCNC(=O)N1CCC(Oc2ncccc2C(=O)N(C)C)C1 (stereo not given)	-2%
COc1ccc(-n2ncc3c(NC(C)(C)CO)ncnc32)cc1	2%
CCOc1ccc(NC(=O)CN(C)S(=O)(=O)c2ccc3c(c2)c(=O)n(C)c(=O)n3C)cc1	i
Cc1ccc(C)c(Cn2ccn3nc4c(c3c2=O)CCCC4)c1	?
Clc1cc(NC2CCCC2)n2nccc2n1	-3%[44.1 µM]
CCc1ccc(-c2nc(CS(=O)CC(=O)NCCc3ccc(Cl)cc3)c(C)o2)cc1 (stereo not given)	15%

Looked up by compound from the list above, 2 records:
SMILES	Pf Dd2 growth
Clc1cc(NC2CCCC2)n2nccc2n1	-3%[44.1 µM]
CCOCCCNC(=O)N1CCC(Oc2ncccc2C(=O)N(C)C)C1 (stereo not given)	-2%

(listing goes on)
SMILES	Pf Dd2 growth
NCC(=O)N1CCC(N2CCCC(C(=O)NCc3ccccc3)C2)CC1 (stereo not given)	-7%
COc1cc(N2C[C@H]3OC(=O)N(Cc4ccc(OC)c(OC)c4)[C@H]3C2)ncn1	8%
O=C(CCC[C@H]1NC[C@@H]2C[C@H]1CN(Cc1ccccc1)C2)NCCCn1cccn1	-26%
CCc1ccc(CN(C(=O)c2cc3ccccc3oc2=O)C2CCS(=O)(=O)C2)cc1 (stereo not given)	?
COc1cccc(N2CCN(C(=O)Cn3cnc4onc(-c5ccc(F)cc5)c4c3=O)CC2)c1	-4%
O=C(c1ccc(F)cc1F)N1CCN(c2cc(-c3ccc(Cl)cc3)[nH]n2)CC1	-3%
CCn1nccc1C(=O)NCC(=O)N1CCCCCNC(=O)CC1c1ccccc1 (stereo not given)	-14%
O=C(N[C@@H]1COCC[C@@H]1OCc1ccccn1)c1n[nH]c2c1CCC2	8%
CCN(CC)c1ccc(C2C(C(N)=O)=C(C)Nc3nc(SCc4ccccc4Cl)nn32)cc1 (stereo not given)	-11%
COCCNC(=O)[C@H]1C[C@H](Oc2cccnc2)CN1S(=O)(=O)c1cn(C)cn1	-8%

Twelve entries out of the list, arranged by SMILES length, ascending:
SMILES	Pf Dd2 growth
Clc1cc(NC2CCCC2)n2nccc2n1	-3%[44.1 µM]
CN(C)c1ncc(CN2CCC3(CCNCC3)C2)cn1	0%
Cc1ccc(C)c(Cn2ccn3nc4c(c3c2=O)CCCC4)c1	?
CCOCCCNC(=O)N1CCC(Oc2ncccc2C(=O)N(C)C)C1 (stereo not given)	-2%
NCC(=O)N1CCC(N2CCCC(C(=O)NCc3ccccc3)C2)CC1 (stereo not given)	-7%
COc1ccc(NC(=O)CSCc2cc(=O)c3cc(C)ccc3[nH]2)cc1	i
O=C(N[C@@H]1COCC[C@@H]1OCc1ccccn1)c1n[nH]c2c1CCC2	8%
CCc1ccc(CN(C(=O)c2cc3ccccc3oc2=O)C2CCS(=O)(=O)C2)cc1 (stereo not given)	?
COCCNC(=O)[C@H]1C[C@H](Oc2cccnc2)CN1S(=O)(=O)c1cn(C)cn1	-8%
O=C(CCC[C@H]1NC[C@@H]2C[C@H]1CN(Cc1ccccc1)C2)NCCCn1cccn1	-26%
COc1cccc(N2CCN(C(=O)Cn3cnc4onc(-c5ccc(F)cc5)c4c3=O)CC2)c1	-4%
CCOc1ccc(NC(=O)CN(C)S(=O)(=O)c2ccc3c(c2)c(=O)n(C)c(=O)n3C)cc1	i

(continued)
SMILES	Pf Dd2 growth
COc1ccc([S+](=O)([O-])N2CCC(N3CCOCC3=O)CC2)cc1	13%
CCn1nccc1C(=O)N1CCC2(CC1)CC(OC)CCO2 (stereo not given)	i
CCc1ccccc1NC(=O)c1sc2nc(C)cc(COC)c2c1N	-9%
Cc1nc(-c2ccc(CN3CCCC(CN)C3)cc2)[nH]c(=O)c1C (stereo not given)	-32%
CCOC(=O)c1cccc(NC(=O)NCCc2c(C)nn(C)c2C)c1	17%
O=C(c1ccc2c(c1)OCO2)N1CCC2(CC1)N=C(c1ccccc1)NO2	?
O=C(c1ccc(F)c(F)c1)N1CCC([C@@H]2CNC[C@H]2CO)CC1	40%[activator]
CC(C)CCN1C(=O)CC[C@]2(C(=O)N3CCN(c4ccc(F)cc4)CC3)CCCC[C@@H]12	10µM*
O=C(CSc1nc(-c2cccs2)nc2cc(=O)[nH]n12)Nc1ccccc1F	-14%
Cc1ccc(-c2nc3c(cnn3-c3ccccc3)c(=O)n2-c2cccc(Cl)c2)cc1	-7%
CCCCNC(=O)CSc1nc2n[nH]c(C)c2c(=N)n1-c1cccc(C)c1	?
O=C(CC1CCCCN(Cc2ccccc2)C1=O)N1CCN(c2ccc(F)cc2)CC1 (stereo not given)	11µM*
O=C(Cc1c[nH]c2ncc(-c3ccsc3)cc12)N1CCOCC1	23%[44.1 µM]
CCc1ccc(NC(=O)Cn2c(=O)n(CCC(=O)NCCc3ccc(OC)c(OC)c3)c(=O)c3ccccc32)cc1	36%[activator]
COc1ccc(-c2nc(C(C)C)nc3c2CCN(C(=O)c2ccc(F)cc2)CC3)cc1	11µM*
C[C@H]1[C@@H]2[C@@H](O)C([C@H](C)C(=O)N3CCCCC3)CC[C@@]2(C)CC[C@@H]1NC(=O)Nc1cccc(F)c1 (stereo not given in full)	-3%
O=C(c1ccncc1)N1CCCC(n2cc(-c3nc(-c4ccccc4)no3)nn2)C1 (stereo not given)	-14%
COc1ccc(-n2ncc(C(=O)NCCN3CCOCC3)c2C2CCN(C(=O)OC(C)(C)C)CC2)cc1	-9%
COCC(=O)NC1CCC12CCN(Cc1cccc(OC)c1)CC2 (stereo not given)	i
NCCC(=O)N1CCCC(N2CCN(c3ccccc3F)CC2)C1 (stereo not given)	7%
O=C1[C@@H]2C[C@@H](O)CN2C2(CN(C3CCOCC3)C2)C(=O)N1Cc1ccccc1Cl	i
COc1ccc(C)cc1NC(=O)c1c(C)oc2ncn(CC(C)C)c(=O)c12	-13%
COc1ccc(CNC(=O)N2C[C@H](c3nc(-c4ccncc4)no3)[C@@H](C)C2)cc1	i
O=C(C1CCN(S(=O)(=O)c2cccc3nonc23)CC1)N1CCN(c2ccccc2F)CC1	-2%
Cc1cccc(Cn2nc(C3CCCNC3)n(-c3ccccc3)c2=O)c1 (stereo not given)	?
CCc1noc(-c2cn(C3CCCN(C(=O)c4ccc5c(c4)OCO5)C3)nn2)n1 (stereo not given)	?
COc1ccccc1NC(=O)Cn1c(-c2ccc(F)cc2)nc(C)cc1=O	?
COc1cccc(N2C(=O)NC(=NC3CCCC3)C23CCN(Cc2ccc(F)cc2)C3)c1 (stereo not given)	13µM*
O=C1NCCCCCCN(C(=O)Cc2cccnc2)[C@@H]2C[C@@H](c3nc(-c4cccnc4)no3)C[C@H]12	i
Cn1cccc1C(=O)N1CCC(n2cnnc2-c2ccccc2)C1 (stereo not given)	-18%
Nc1nc2c(s1)C(c1cccc(F)c1)CC(=O)N2 (stereo not given)	-16%
NC(=O)[C@@H]1C[C@H](Oc2cccnc2)CN1C(=O)CCC1CCCC1	-15%
COc1ccccc1C(=O)n1nc(-c2ccco2)nc1NCc1ccc(Cl)cc1	-10%
CC(=O)Nc1nonc1-c1nnc(SCC(=O)Nc2ccc(C)cc2C)n1C	-7%
COC[C@@H]1[C@H](C(=O)NCCC2=CCCCC2)CCC(=O)N1C	17%
Cc1ccsc1CN1CCCCCCNC(=O)[C@@H]2CCC[C@@H]21	8.9µM*
COc1cccc(N2CCN(C(=O)CCS(=O)(=O)c3ccc4c(c3)CC(=O)N4C)CC2)c1	-2%
CC(=O)Nc1ccc([C@H]2OCC(=O)N[C@@H]2CO)cc1	-12%[44.1 µM]
CCOC(=O)c1cc2c(=O)n3ccccc3nc2n(Cc2ccco2)c1=NC(=O)c1ccc(C(C)(C)C)cc1	i
O=C(NC[C@H]1C[C@@H]2CCN1C[C@@H]2CN1CCN(c2ccccn2)CC1)Nc1ccsc1	i
O=C(c1cc(-c2ccccc2)n[nH]1)N1CCC(N2CC3CC(C2)[C@H]2CCCC(=O)N2C3)CC1 (stereo not given in full)	?
COc1ccccc1C1CCCN1C(=O)c1oc2ccc(C)cc2c1C (stereo not given)	-23%
COc1cccc(NC(=O)c2c(C)oc3ccn(Cc4ccc(F)cc4)c(=O)c23)c1	?
Cn1nccc1C(=O)N1CCC(OC2CCN(Cc3cccnc3)CC2)CC1	i
CN(C)S(=O)(=O)N(CC(=O)Nc1ccc(C(F)(F)F)cc1)c1ccccc1	19%
CC1=C[C@@H](CNC(=O)c2ccccn2)[C@H](C(C)C)C[C@H]1CC(=O)N1CCN(C)CC1	11µM*
Cc1cc(N2CCN(C)CC2)nc2ccc(NC(=O)Nc3ccccc3Br)cc12	?
CCc1ccccc1NS(=O)(=O)c1ccc2nc(-c3ccccc3)[nH]c2c1	4%
O=C(NCCc1cccs1)c1ccc(Cn2c(SCc3ccccc3)nc3cccnc32)cc1	11µM*
CCOc1cc(CN(C)C(=O)c2cc(C)sc2NC(=O)C(C)(C)C)ccc1OC	?
More compounds:
SMILES	Pf Dd2 growth
COCCc1noc(C2CN(S(=O)(=O)c3ccc(C#N)cc3)C2)n1	-11%
COc1ccc(CN2Cc3[nH]nc(-c4cnc(OC)nc4)c3CC2=O)cc1	-3%[44.1 µM]
COc1ccccc1CNC(=O)c1cnc2c(-c3ccccc3)c(C)nn2c1C	?
O=S(=O)(NCCS(=O)(=O)N1CCN(c2ccccc2)CC1)c1ccc(Br)cc1	i
Cc1ccc(N2CCN(C(=O)c3noc(-c4ccc(F)cc4)n3)CC2)c(C)c1	58%[activator]
COc1ccc(CN2CC[C@H]3COC(=O)N3c3cc(C)ccc3C2)cc1	i
COc1ccc2c(c1)CN(C(=O)C1CCCC1)CC[C@H]1COC(=O)N21	?
CCOc1ccc(-c2cn3c(n2)sc2cc(C(=O)NC(C)C45CC6CC(CC(C6)C4)C5)ccc23)cc1 (stereo not given)	?
Cc1noc2c(N3CC[S+](=O)([O-])CC3)cc(-c3cccnc3)nc12	8%[44.1 µM]
CC(CNC(=O)Cn1c(-c2cccs2)cc2ccccc21)c1ccccc1 (stereo not given)	11µM*

Assay outcomes from PubChem BioAssay.
